Source: PubChem
Mito fusion act: blocks mitochondrial division or promotes mitochondrial fusion. S. cerevisiae fusion-defective mutant growth rescue, CellTiterGlo 48 h. Potency, µM (highest dose often 46.1 µM), without a hit: top-dose growth rescue (activation), usual class: activators. 320,000 compounds, 0.23% hits;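 further: potency means the concentration at half of the fitted maximal effect; % of control where 0% means no effect; nearly all actives have a fitted effect of over 45% in size; temperature-sensitive fusion mutants such as fzo1-1 at 37 °C on non-fermentable ethanol glycerol medium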
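Yeast fusion mutant, YPEG (non-fermentable carbon), compound, 48 h at 37C non-permissive; CellTiterGlo added, 10 min RT, luminescence read. Rescued growth = division inhibition.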
Integrin act MD: activators of alpha7 integrin expression for muscular dystrophy | alpha7betagal myoblasts, beta-gal FDG fluorescence, 48 h | Potency, µM (highest dose often 38.3 µM), inactives show at the highest dose activation, usual class: activators | 350,000 compounds, 0.064% hits | AID 624291;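 further: potency means the concentration at half of the fitted maximal effect; 100% = response of the positive control SU9516; nearly all actives have a fitted effect of over 60% in size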
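alpha7betagal+/- myoblasts (passage 13, 250/well) treated 48 h at 37C with compounds at 1:260 dilution of DMSO stock. Lysed, then beta-galactosidase activity read as FDG fluorescence (ex 480/em 540) after 30 min, with pre-read for autofluorescence.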
CXXC DNA block: blocks binding of human MLL CXXC domain to DNA. Potency, µM (highest dose often 115 µM), for inactives: top-dose activity change, negative = inhibition, hits mostly inhibitors. Q03164. MLL-CXXC / FITC-HOXA9 DNA fluorescence polarization. 290,000 compounds, 0.037% hits; active means well fitted inhibition curve with a large enough effect in the polarisation, with a control signal flat, not every such curve was filed as active; inconclusive means small, poorly fitted or top-dose-only effect, or effect the other way, or a change in a side signal; inactive means no such curve, though single readings can be large or run the other way; the % refers to the polarisation; further: potency means the concentration at half of the fitted maximal effect
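Fluorescence polarization: 7 uM MLL-CXXC (stock) preincubated 5 min with compounds, then 50 nM fluorescein-HOX-A9 DNA (stock) added; 30 min ambient. Buffer 50 mM Tris-HCl pH 7.5, 50 mM NaCl, 1 mM DTT, 0.05% BSA.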
PTAP TSG101 blk: blocks PTAP/TSG101 interaction to inhibit HIV-1 budding. AID 493005. 340,000 tested, under 10 active. Potency, µM (highest dose often 115 µM), for inactives: at the top dose activity change, negative = inhibition, hits mostly inhibitors. Q99816. Fluorescence polarization, FITC-PTAP peptide / Tsg101 binding; active means well fitted inhibition curve with a large enough effect in the main read-out, with a control signal flat, not every such curve was filed as active; inconclusive means small, poorly fitted or top-dose-only effect, or effect the other way, or a change in a side signal; inactive means no such curve, though single readings can be large or run the other way; further: potency means the concentration at half of the fitted maximal effect; % of control where 0% means no effect
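Tsg101 binding domain (10 uM final) was mixed with compound and a FITC-labeled PTAP peptide (50 nM final) in HEPES pH 7.5 buffer with NaCl, Tween 20, EDTA and TCEP; fluorescence polarization was read after 20 min at r.t.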
TSHR antagonist: human thyrotropin receptor antagonism; P16473; TSHR-expressing cells, TSH-stimulated cAMP HTRF, 2 h; active compounds read low; activity change, negative = inhibition, % at 11.5 µM; 330,000 compounds, 0.2% hits;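 active means activity change below a set negative limit, meaning inhibition stronger than a set level, cut at about -70% in these data; inconclusive means activity change between two set negative limits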; further: on the % scale 0 is the no-effect control and ±100 the full control effect
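Antagonism was scored as loss of TSH-driven cAMP in TSHR cells, stimulated with 4nM TSH (EC80) for 2 hours at 37 deg C and detected by homogeneous HTRF competition immunoassay.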
S-ASM inh: human S-ASM enzyme inhibition | AID 504937 | Potency, µM (titrated, usually from 57.5 µM), inactives show at the top dose activity change, negative = inhibition, hits mostly inhibitors | 340,000 compounds, 0.006% hits | P17405 | placental ASM, HMU-PC fluorogenic substrate, 60 min; further: potency means the concentration at half of the fitted maximal effect
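Fluorogenic HMU-PC substrate (9 uM final) is turned over by placental ASM in 60 min at 37 C after a 10 min compound preincubation. Reaction ended by alkaline stop (pH 10), with fluorescence read at 386/447 nm.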
Menin-MLL TR inh: menin-MLL binding inhibition, Texas Red mutant peptide | O00255 | Menin + Texas Red MLL mutant peptide, fluorescence polarization | Potency, µM (top dose mostly 61.6 µM), for inactives: at the top dose FP activity change, negative = inhibition, most hits filed as inhibitors | 270,000 compounds, 0.23% hits | AID 1768; active means well fitted inhibition curve with a large enough effect in the polarisation, with a control signal flat, not every such curve was filed as active; inconclusive means small, poorly fitted or top-dose-only effect, or effect the other way, or a change in a side signal; inactive means no such curve, though single readings can be large or run the other way; the % refers to the polarisation; further: potency means the concentration at half of the fitted maximal effect; % of control where 0% means no effect; many of its hits are not listed in these tables
Target sequence (O00255 whole entry, looked up): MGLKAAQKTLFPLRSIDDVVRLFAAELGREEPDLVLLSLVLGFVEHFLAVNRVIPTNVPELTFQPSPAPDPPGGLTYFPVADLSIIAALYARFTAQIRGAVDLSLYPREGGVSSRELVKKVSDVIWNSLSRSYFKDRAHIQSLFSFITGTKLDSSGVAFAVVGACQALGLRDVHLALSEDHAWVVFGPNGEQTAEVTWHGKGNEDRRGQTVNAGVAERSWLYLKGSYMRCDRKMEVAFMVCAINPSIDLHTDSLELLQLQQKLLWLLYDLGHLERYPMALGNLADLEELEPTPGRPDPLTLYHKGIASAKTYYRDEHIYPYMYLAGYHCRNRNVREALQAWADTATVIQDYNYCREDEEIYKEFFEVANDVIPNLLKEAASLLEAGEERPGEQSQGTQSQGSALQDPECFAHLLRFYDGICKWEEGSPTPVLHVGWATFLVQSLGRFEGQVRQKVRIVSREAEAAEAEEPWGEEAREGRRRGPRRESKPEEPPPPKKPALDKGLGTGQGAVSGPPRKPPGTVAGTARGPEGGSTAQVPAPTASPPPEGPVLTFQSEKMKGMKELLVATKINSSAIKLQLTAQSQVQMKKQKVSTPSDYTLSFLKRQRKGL
MBNL1 CUG block: blocks human MBNL1 binding to CUG repeat RNA. Q9NR56. 280,000 compounds, 0.036% hits. TR-FRET MBNL1-His/biotin-(CUG)12 binding, 665/545 ratio. Potency, µM (titrated, usually from 57.5 µM), for the others: at the highest dose activity change, negative = inhibition, most hits filed as inhibitors; active means well fitted inhibition curve with a large enough effect in the signal ratio, with a control signal flat, not every such curve was filed as active; inconclusive means small, poorly fitted or top-dose-only effect, or effect the other way, or a change in a side signal; inactive means no such curve, though single readings can be large or run the other way; the % refers to the signal ratio; further: potency means the concentration at half of the fitted maximal effect; on the % scale 0 is the no-effect control and ±100 the full control effect
Target sequence (Q9NR56 whole entry, looked up): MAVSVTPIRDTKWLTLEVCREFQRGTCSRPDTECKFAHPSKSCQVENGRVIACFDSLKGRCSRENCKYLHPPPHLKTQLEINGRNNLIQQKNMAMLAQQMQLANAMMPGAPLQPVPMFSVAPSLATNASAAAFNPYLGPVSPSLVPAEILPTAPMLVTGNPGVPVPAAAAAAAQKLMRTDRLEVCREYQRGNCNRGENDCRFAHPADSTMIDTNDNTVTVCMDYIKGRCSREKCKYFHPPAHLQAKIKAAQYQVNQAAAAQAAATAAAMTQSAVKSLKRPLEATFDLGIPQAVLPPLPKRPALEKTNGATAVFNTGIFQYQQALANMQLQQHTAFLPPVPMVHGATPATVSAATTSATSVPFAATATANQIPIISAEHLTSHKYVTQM
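Compound titration spanned 92 nM–58 uM against the MBNL1-His/biotin-(CUG)12 complex. After 60 min at room temperature with 5 nM streptavidin-XL665 and 0.055 ng/ul terbium anti-His, ratiometric 665/545 nm emission (Ex 340 nm) normalized to controls.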
TCR activator: T cell receptor activation; 330,000 tested, under 10 active; Potency, µM (series often up to 9.22 µM), inactives show top-dose activation of IL-2 secretion, hits mostly activators; primary human leukocytes, anti-CD3, IL-2 HTRF, 48 h; further: % of control where 0% means no effect
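Compounds are tested in HTS on primary human leukocytes co-incubated with a-CD3 beads for 48 hr. IL-2 output is measured by time-resolved FRET.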
A-T KAP1 phos: candidate therapy for ataxia-telangiectasia; 320,000 compounds, 0.19% hits; […] A-T fibroblasts, KAP-1 phosphorylation AlphaLISA; neocarzinostatin DNA damage 30 min before lysis; Potency, µM (titrated, usually from 57.5 µM), inactives show top-dose activation, usual class: activators; further: potency means the concentration at half of the fitted maximal effect; % of control where 0% means no effect; nearly all actives have a fitted effect of over 45% in size
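ATM-like activity read as KAP-1 phosphorylation via AlphaLISA donor/acceptor antibody pairs after lysis and 6 hr at 25C. Cells were ATM-null patient fibroblasts ([…], hTERT), dosed 60 min, then exposed to the DSB inducer NCS for 30 min.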
The depositor's hits bear a star; ? = inconclusive; . = no result given; [ ] = dose if it differs, or a comment. Unless noted, the call rests on the fitted dose curve; in most records, active means well fitted curve in the direction sought with a large enough effect; inconclusive means small, poorly fitted or top-dose-only effect, or another doubt; inactive means no such curve, though single readings can be large; an effect the other way counts as inactive or inconclusive. Not all compounds are listed. The share of hits here may be higher or lower than overall.

Codes – A = Mito fusion act; B = Integrin act MD; C = CXXC DNA block; D = PTAP TSG101 blk; E = TSHR antagonist; F = S-ASM inh; G = Menin-MLL TR inh; H = MBNL1 CUG block; I = TCR activator; J = A-T KAP1 phos
CN1CCN(C(=O)c2ccc(COc3ccc(C(C)(C)C)cc3)o2)CC1
  A: 0%	B: -28%	C: -10%	D: -6%	E: 4	F: -2%	G: -4%	H: -11%	I: 5%	J: -2%

CCOc1ccc(S(=O)(=O)N2CCOCC2)cc1NC(=O)CSCc1c(C)noc1C
  A: 1%	B: 9%	C: .	D: -7%	E: 8	F: 2%	G: .	H: .	I: 3%	J: 0%

Cc1cccc(NC(=O)CSc2nnc(CN3CCOCC3)n2C)c1C
  A: 2%	B: 14%	C: 4%	D: 0%	E: 5	F: 4%	G: 8%	H: -10%	I: 2%	J: 4%

Cc1oc(-c2cccs2)nc1CSCC(=O)NC1CC1
  A: 1%	B: -13%	C: 3%	D: -3%	E: 0	F: 3%	G: 1%	H: -2%	I: -1%	J: -3%

O=C(O)CSc1ncnc2c1sc1nc(-c3ccccc3)c3c(c12)CCC3
  A: 6%	B: -28%	C: 0%	D: -4%	E: -21	F: 34%[activator]	G: .	H: -2%	I: 0%	J: -2%

COc1cccc(C2C(C#N)=C(N)OC3=C2C(=O)CC(c2ccco2)C3)c1OCc1ccc(F)cc1 (configuration not stated)
  A: 9%	B: ?	C: 6%	D: 4%	E: 16	F: -2%	G: ?	H: 8%	I: -3%	J: -3%

Cc1ccc(C(=O)c2ccccc2C(=O)OCC(=O)N2CC(C)CC(C)C2)cc1 (configuration not stated)
  A: 12%	B: 23%	C: .	D: -4%	E: -6	F: -1%	G: .	H: .	I: 0%	J: 10%

CCN1CCN(C(CNS(=O)(=O)c2ccc(Br)cc2)c2cccnc2)CC1 (configuration not stated)
  A: 1%	B: 5%	C: -1%	D: -5%	E: 3	F: -1%	G: .	H: -2%	I: 7%	J: 2%

O=C(c1ccc2c(c1)OCO2)C1CCCN(Cc2cn[nH]c2-c2ccccc2)C1 (configuration not stated)
  A: 1%	B: 23%	C: 1%	D: 3%	E: -8	F: 3%	G: -24%	H: -8%	I: -11%	J: -1%

Cc1cccc(C(=O)N2CCN=C2SCc2ccc([N+](=O)[O-])cc2)c1
  A: -5%	B: 15%	C: -2%	D: 0%	E: -1	F: -1%	G: 1%	H: 11%	I: -3%	J: 1%

C[C@H](CO)N1C[C@H](C)[C@@H](CN(C)CC2CCCCC2)Oc2c(NS(=O)(=O)c3ccc(F)cc3)cccc2C1=O
  A: .	B: -12%	C: .	D: -4%	E: -2	F: 0%	G: .	H: .	I: 4%	J: 1%

Cc1ccc(N(O)C(=O)NCCCCNC(=O)N(O)c2ccc(C)cc2)cc1
  A: 1%	B: -51%[inhibitor]	C: -3%	D: 0%	E: 3	F: 3%	G: 1%	H: -3%	I: 6%	J: 6%

Cc1ccc(N2C(=O)NC(C(F)(F)F)(C(F)(F)F)C3=C2CC(C)(C)CC3=O)cc1
  A: -4%	B: 15%	C: -11%	D: -3%	E: -7	F: 3%	G: -12%	H: .	I: -34%[inhibitor][46.1 µM]	J: 0%

Cc1ccc(C(=O)N2CCN(c3ncccn3)CC2)c(C)c1
  A: 0%	B: -25%	C: -7%	D: 0%	E: 6	F: 15%	G: -13%	H: -1%	I: -1%	J: -11%

CCC1CCCCN1c1nc(-c2cccc(OC)c2O)nc2ccccc12 (configuration not stated)
  A: 23%	B: -16%[7.66 µM]	C: 8%	D: -4%	E: 56	F: -28%	G: 3%	H: -5%	I: .	J: 5%

COc1cccc(C2C3=C(Nc4[nH]n(-c5ccccc5)c(=O)c42)c2ccccc2C3=O)c1 (configuration not stated)
  A: -5%	B: .	C: -27%	D: .	E: -12	F: .	G: ?	H: 8%	I: -3%[46.1 µM]	J: -5%

Cc1cc(C(=O)NCC(=O)Nc2c(C)cccc2C)c2ccccc2n1
  A: -1%	B: 4%	C: .	D: -2%	E: -1	F: 0%	G: .	H: .	I: 15%	J: -1%

CC1=CC(C)(C)N2C(=O)C3(N=C(N)NC(Nc4ccccc4)=N3)c3cc(C)cc1c32 (configuration not stated)
  A: -3%	B: -48%[inhibitor]	C: ?	D: -3%	E: -1	F: -1%	G: 0%	H: 2%	I: -4%	J: 1%

CCN(CC)S(=O)(=O)c1cccc(C(=O)Nc2sc3c(c2C(N)=O)CCCC3)c1
  A: 2%	B: -7%[7.66 µM]	C: 12%	D: -11%	E: -10	F: 11%	G: ?	H: -8%	I: .	J: -3%

CCOC(=O)C1CCCN(C(=O)c2ccc(NS(=O)(=O)c3ccc4[nH]c(=O)[nH]c4c3)cc2)C1 (configuration not stated)
  A: 19%	B: 0%	C: .	D: -4%	E: 26	F: 2%	G: .	H: .	I: 1%	J: 32%

C=CCC(NCc1ccccc1)c1ccco1 (configuration not stated)
  A: -1%	B: 13%	C: -2%	D: 2%	E: .	F: -1%	G: 14%	H: -3%	I: -24%	J: .

O=C1C2C3C=CC(CC3)C2C(=O)N1c1ccccc1 (configuration not stated)
  A: 2%	B: 21%	C: 3%	D: -2%	E: -4	F: -2%	G: 19%	H: -3%	I: 2%	J: 3%

O=C(CSc1ncnc2c1oc1ccccc12)Nc1cccc(Cl)c1
  A: 1%	B: -2%	C: -10%	D: 0%	E: -9	F: -5%	G: ?	H: 47%[activator]	I: -6%	J: -5%

O=C(c1ccccc1)N1CCN(C(=O)c2nn3c(C(F)(F)F)cc(-c4ccco4)nc3c2Cl)CC1
  A: 4%	B: ?	C: 5%	D: -5%	E: -7	F: 4%	G: -16%	H: 16%	I: -10%	J: 5%

CCSC1=C(C#N)C(c2ccccc2C)CC(=O)N1 (configuration not stated)
  A: -1%	B: -2%	C: 14%	D: -6%	E: -13	F: 3%	G: -27%	H: 0%	I: .	J: 5%

Profiles as entered above. Values in the order: Mito fusion act	Integrin act MD	CXXC DNA block	PTAP TSG101 blk	TSHR antagonist	S-ASM inh	Menin-MLL TR inh	MBNL1 CUG block	TCR activator	A-T KAP1 phos
CC1=CC(C)(C)N2C(=O)C3(N=C(N)NC(Nc4ccccc4)=N3)c3cc(C)cc1c32 (configuration not stated) is entered as -3%	-48%[inhibitor]	?	-3%	-1	-1%	0%	2%	-4%	1%
Cc1cccc(NC(=O)CSc2nnc(CN3CCOCC3)n2C)c1C is entered as 2%	14%	4%	0%	5	4%	8%	-10%	2%	4%
CN1CCN(C(=O)c2ccc(COc3ccc(C(C)(C)C)cc3)o2)CC1 is entered as 0%	-28%	-10%	-6%	4	-2%	-4%	-11%	5%	-2%
Cc1cccc(C(=O)N2CCN=C2SCc2ccc([N+](=O)[O-])cc2)c1 is entered as -5%	15%	-2%	0%	-1	-1%	1%	11%	-3%	1%

Next section:
The line under a structure holds: Mito fusion act | Integrin act MD | CXXC DNA block | PTAP TSG101 blk | TSHR antagonist | S-ASM inh | Menin-MLL TR inh | MBNL1 CUG block | TCR activator | A-T KAP1 phos
> O=C1CN=C(Nc2ccccc2Cl)N1Cc1ccc2c(c1)OCO2
 : 10% | ? | 4% | -2% | 0 | 0% | 7% | -2% | -6%[46.1 µM] | .
> CC(C)(C)c1ccc(NC(=O)C2=CC=CN3CCS(=O)(=O)N=C23)cc1
 : -8% | 0% | . | -1% | 37 | -11% | . | . | 1% | -5%
> O=C(NC1CCCCC1)C(=O)c1c(-c2ccccc2)[nH]c2ccccc12
 : 4% | -2% | 3% | -5% | 3 | -4% | -4% | -3% | -8% | 3%
> CC(=O)Cc1nsc(NC(=O)c2ccc(-c3ccc(Cl)c(Cl)c3)o2)n1
 : -3% | -4% | -5% | 1% | -2 | -23% | ? | 2% | -11% | 0%
> Cc1cccc(C2NC(=O)c3c(sc(C)c3C)N2)c1O (configuration not stated)
 : -3% | -13% | -3% | -1% | -9 | 97%[activator] | 7% | 0% | 0% | -8%
> CCc1ccc(N2C(=O)C3C4CCC(C4=C(C)C)C3C2=O)cc1 (configuration not stated)
 : 9% | 3% | -8% | -2% | 58 | 3% | -11% | -7% | -2%[46.1 µM] | -8%
> CCCN(CCC)CCCNc1ccc(C(=O)Nc2cccc(OC)c2)cc1[N+](=O)[O-]
 : -1% | -55%[inhibitor] | -6% | -2% | -3 | -16% | 6% | ? | 5% | -6%
